ELG1 genotoxic – inducers of genotoxicity in HEK293T ELG1-luciferase cells. 330,000 compounds, 1.3% hits. Potency, µM (highest dose often 46 µM), for the others: at the top dose activity change, positive = activation, most hits filed as activators. HEK293T ELG1-luciferase reporter, luminescence, 16 h. AID 504466; note: % of control where 0% means no effect; nearly all actives have a fitted effect of over 60% in size
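Genotoxic stress is detected as increased luminescence from luciferase-tagged ELG1 in HEK293T cells, measured with ONE-Glo after a 16 hr treatment at 37 °C.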
NPC1 promoter act – activators of NPC1 promoter. Huh7 NPC1 promoter luciferase reporter, 24 h. Potency, µM (doses to about 9.22 µM), for inactives: at the highest dose activation, most hits filed as activators. 320,000 compounds, 2.4% hits. AID 485313;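 note: % of control where 0% means no effect; nearly all actives have a fitted effect of over 60% in size; reporter is driven by a mutant NPC1 promoter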
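NPC1 promoter–luciferase Huh7 cells; 24 h compound; luminescence.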
RORgamma inh – blocks mouse ROR gamma transcriptional activity | Drosophila S2 Gal4-RORgamma UAS-luciferase reporter, 20 h | Potency, µM (highest dose often 53.6 µM), for inactives: top-dose activity change, negative = inhibition, hits mostly inhibitors | 310,000 compounds, 5.4% hits | AID 2551 | P51450; note: % is set by controls: 0 for no effect and ±100 for the full control effect; nearly all actives have a fitted effect of over 60% in size
Target sequence (P51450 whole entry, looked up, the tested form may be a part): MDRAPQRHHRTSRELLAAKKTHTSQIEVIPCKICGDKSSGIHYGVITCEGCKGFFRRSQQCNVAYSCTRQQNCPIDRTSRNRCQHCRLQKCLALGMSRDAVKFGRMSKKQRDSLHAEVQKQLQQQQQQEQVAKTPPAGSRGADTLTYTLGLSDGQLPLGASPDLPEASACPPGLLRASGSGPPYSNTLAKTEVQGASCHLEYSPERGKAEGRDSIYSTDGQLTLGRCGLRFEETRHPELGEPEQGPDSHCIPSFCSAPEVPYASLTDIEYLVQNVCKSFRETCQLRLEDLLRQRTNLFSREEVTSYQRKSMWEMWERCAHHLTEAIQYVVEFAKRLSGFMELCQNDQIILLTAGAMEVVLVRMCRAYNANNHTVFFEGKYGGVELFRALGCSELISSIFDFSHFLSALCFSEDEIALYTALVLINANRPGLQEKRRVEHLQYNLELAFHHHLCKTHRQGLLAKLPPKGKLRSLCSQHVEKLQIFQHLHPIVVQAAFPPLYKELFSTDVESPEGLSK
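A Gal4/UAS one-hybrid system in insect cells: metallothionein-promoter Gal4–ROR gamma fusion plus Photinus luciferase reporter. Copper sulfate 700 uM final, 20 hr ambient incubation, luminescent detection after 10 min with reagent.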
uPA generation – blocks generation of uPA at the cell surface | Potency, µM (doses to about 38.3 µM), for the others: top-dose activity change, negative = inhibition, most hits filed as inhibitors | cell surface uPA generation assay, qHTS | 330,000 compounds, 0.31% hits; active = well fitted inhibition curve with a large enough effect; inconclusive = small, poorly fitted or top-dose-only effect; inactive = no such curve, though single readings can be large or run the other way; tested in mouse RAW 264.7 cells; note: % is set by controls: 0 for no effect and ±100 for the full control effect; nearly all actives have a fitted effect of over 55% in size
Rab9 promoter act – activators of Rab9 promoter. Huh7 Rab9 promoter-luciferase reporter, luminescence, 24 h. Potency, µM (top dose mostly 9.22 µM), for inactives: at the top dose activation, negative = inhibition, most hits filed as activators. 320,000 compounds, 2.8% hits. AID 485297; note: % of control where 0% means no effect; nearly all actives have a fitted effect of over 60% in size
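Promoter activation is measured as luciferase luminescence in Huh7 cells stably transfected with a Rab9 promoter–luciferase construct, following 24 h compound exposure at 37 °C and 10 min reagent incubation at ambient temperature.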
p53 reactivator – mutant p53 re-activation in reporter cells; H1299 p53-A138V BP100-luciferase reporter, luminescence, 24 h; 320,000 compounds, 0.063% hits; Potency, µM (top dose mostly 92.2 µM), for the others: top-dose activity change, positive = activation, actives largely listed as activators; note: % of control where 0% means no effect; nearly all actives have a fitted effect of over 45% in size
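p53-null H1299 cells stably carrying temperature-sensitive p53-A138V and a BP100-luciferase reporter were pinned with compounds (4-point, 1:5 series) and held 24 hrs at 37 deg C. Luminescence was read 10 min after detection reagent.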
FLuc counter – firefly luciferase modulation, counter-screen for miR-21 project; P08659; purified FLuc, Km substrates, luminescence inhibition; Potency, µM (series often up to 57.5 µM), for inactives: at the highest dose activity change, negative = inhibition, most hits filed as inhibitors; 360,000 compounds, 6.9% hits; AID 588342;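 note: plate controls were vehicle for no effect and reference inhibitor for full effect; nearly all actives have a fitted effect of over 55% in size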
Target sequence (P08659 whole entry, looked up): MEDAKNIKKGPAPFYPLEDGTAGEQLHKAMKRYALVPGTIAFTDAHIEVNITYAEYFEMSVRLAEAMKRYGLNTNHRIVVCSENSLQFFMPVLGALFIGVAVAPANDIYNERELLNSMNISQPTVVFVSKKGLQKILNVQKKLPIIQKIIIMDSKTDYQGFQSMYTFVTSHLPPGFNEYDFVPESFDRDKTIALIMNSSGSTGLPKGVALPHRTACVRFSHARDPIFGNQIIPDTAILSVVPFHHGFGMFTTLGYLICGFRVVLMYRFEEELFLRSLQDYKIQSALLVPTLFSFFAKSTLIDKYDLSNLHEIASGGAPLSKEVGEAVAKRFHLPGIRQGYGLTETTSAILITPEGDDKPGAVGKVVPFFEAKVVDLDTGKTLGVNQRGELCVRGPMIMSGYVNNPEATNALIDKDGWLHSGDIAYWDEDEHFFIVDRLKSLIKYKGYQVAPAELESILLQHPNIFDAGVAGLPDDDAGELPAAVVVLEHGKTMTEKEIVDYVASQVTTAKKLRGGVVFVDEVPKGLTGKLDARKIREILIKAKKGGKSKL
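Biochemical qHTS of compounds, final roughly 60 µM downward over six points, against 10 nM purified firefly luciferase using Km concentrations of substrates (10 uM D-luciferin, 10 uM ATP) in Tris acetate pH 7.5 buffer; luminescence output.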
MBNL1-CUG inh – inhibitors of human MBNL1 binding to CUG repeat RNA. TR-FRET MBNL1-His/biotin-(CUG)12 binding, 665/545 ratio. Potency, µM (highest dose often 57.5 µM), inactives show top-dose activity change, negative = inhibition, hits mostly inhibitors. 280,000 compounds, 0.036% hits. AID 2675; active = well fitted inhibition curve with a large enough effect in the signal ratio, with a control signal flat, not every such curve was filed as active; inconclusive = small, poorly fitted or top-dose-only effect, or effect the other way, or a change in a side signal; inactive = no such curve, though single readings can be large or run the other way; the % refers to the signal ratio; note: % is set by controls: 0 for no effect and ±100 for the full control effect
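MBNL1-His + Biotin-(CUG)12, cpd titration 92 nM–58 uM; Tb anti-His Ab 0.055 ng/ul, SA-XL665 5 nM (final); 60 min RT; ratiometric 665/545 nm, Ex 340 nm; normalized to buffer and full-complex controls.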
BRCA1 expr up – activators of BRCA1 expression; Potency, µM (titrated, usually from 46.1 µM), for inactives: at the top dose activation, usual class: activators; 380,000 compounds, 1.1% hits; MCF7-BRCA1-FFLuc reporter, luminescence, 48 h; response scale: scaled: vehicle 0%, 10 µM genistein 100%; note: nearly all actives have a fitted effect of over 80% in size; some results filed as inactive show a strong effect at the top dose
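MCF7-BRCA1-FFLuc cells, 2000/well in phenol-red-free MEM, attached 2 h then treated 48 h at 37 C. Luciferase luminescence read 15 min after reagent; normalized to genistein maximum activation (10microM) and DMSO, concentration-response fitted.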
Gal4-VP16 FLuc – Gal4-VP16 reporter inhibition counter-screen. Drosophila S2 Gal4-VP16 UAS-luciferase, luminescence, 20 h. Potency, µM (highest dose often 53.6 µM), without a hit: at the top dose activity, negative = inhibition, hits mostly inhibitors. 310,000 compounds, 3.5% hits;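 note: Gal4-VP16 expression switched on by copper sulfate through the metallothionein promoter; % is set by controls: 0 for no effect and ±100 for the full control effect; nearly all actives have a fitted effect of over 50% in size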
Starred values were filed as active, the others as inactive; ? = inconclusive; nt = not tested or not shown; & = joins results of further samples; [ ] = remark or other dose. Unless noted, calls come from the whole dose curve; as a rule, active = well fitted curve in the direction sought with a large enough effect; inconclusive = small, poorly fitted or top-dose-only effect, or another doubt; inactive = no such curve, though single readings can be large; an effect the other way counts as inactive or inconclusive. Potency is the fitted concentration of half-maximal effect.

SMILES	ELG1 genotoxic	NPC1 promoter act	RORgamma inh	uPA generation	Rab9 promoter act	p53 reactivator	FLuc counter	MBNL1-CUG inh	BRCA1 expr up	Gal4-VP16 FLuc
Brc1ccc(-c2nc(-c3ccccn3)no2)o1	?	0.562µM*	?	-10.9%	?	-0.9%	1.51µM*	15.8%	-71.3%[inhibitor]	7.08µM*
Cc1cccc(C)c1OCc1n[nH]c(=S)n1-c1ccccc1	1.1%	-4.4%	1.26µM*	1.1%	-11.3%	-1.4%	-13.9%	-7.3%	7.2%	?
CCN(CC)C(=O)CSc1nc2ncccc2[nH]1	0.6%	0.7%	2.8%	7.8%	-11.6%	2.1%	10.2%	-4.9%	2.5%	-0.8%
O=C(Nc1ccccc1F)C1CCN(S(=O)(=O)c2cccc3nonc23)CC1	-11.2%	-0.3%	59.9%	2.7%	4.2%	-7.6%	-0.8%	?	-0.3%	3.5%
Cc1ccc(SCc2ccc(C(=O)Nc3cccc([N+](=O)[O-])c3)cc2)cc1	1.5%	-1.3%	-31.5%	2.8%	8.2%	2.7%	-4.1%	4.3%	67.0%	?
C[C@H](CO)N1C[C@H](C)[C@@H](CN(C)Cc2ccc(Cl)c(Cl)c2)Oc2c(NC(=O)CCC(F)(F)F)cccc2C1=O	-9.3%	nt	nt	?	nt	-2.4%	nt	nt	-66.3%	nt
Cc1cc(-c2ccccc2)nc2cc(C(=O)OC(C)C)nn12	0.5%	2.6%	11.2%	12.2%	-1.5%	10.9%	1.6%	15.0%	-10.0%	-2.3%
O=C(CCSCCc1ccccn1)Nc1ccc(Cc2ccncc2)cc1	5.8%	1.3%	2.8%	-1.9%	0.1%	-2.3%	4.5%	0.2%	3.0%	-6.5%
CCCC(C(=O)NCCC(C)C)N(Cc1ccc(OC)cc1)C(=O)c1snc(C(N)=O)c1N (stereo unspecified)	-3.9%	-2.1%	12.1%	4.4%	3.4%	8.1%	-6.5%	7.9%	0.0%	-11.1%
Fc1cccc(Cn2cc(C(=S)N3CCOCC3)c3ccccc32)c1	-4.7%	0.3%	?	-17.8%	-6.0%	-5.0%	-3.4%	2.8%	2.0%	-13.2%
Cc1cc(C)c(C)c(OCC(=O)N2CCCCCC2)c1	-2.3%	-5.3%	39.7%	-6.4%	-0.5%	-1.9%	7.5%	-4.2%	-3.1%	0.6%
Cc1ccc(S(=O)(=O)NCCc2cc3ccc(C)cc3[nH]c2=O)cc1	-7.2%	-2.0%	28.8%	4.9%	4.3%	-4.0%	-0.5%	-4.1%	-6.4%	5.9%

Results in FLuc counter and uPA generation, for 2 of the compounds above:
structure	FLuc counter	uPA generation
Cc1ccc(S(=O)(=O)NCCc2cc3ccc(C)cc3[nH]c2=O)cc1	-0.5%	4.9%
O=C(Nc1ccccc1F)C1CCN(S(=O)(=O)c2cccc3nonc23)CC1	-0.8%	2.7%

The listing continues:
SMILES	ELG1 genotoxic	NPC1 promoter act	RORgamma inh	uPA generation	Rab9 promoter act	p53 reactivator	FLuc counter	MBNL1-CUG inh	BRCA1 expr up	Gal4-VP16 FLuc
NS(=O)(=O)c1ccc(CCNC(=O)COC(=O)/C=C/c2cc(Br)ccc2F)cc1	-0.3%	nt	nt	-2.4%	nt	1.7%	nt	nt	19.8%	nt
O=C(CCc1ccc(S(=O)(=O)NCCc2ccccc2)cc1)NCc1ccco1	1.9%	-4.2%	-0.3%	-14.2%	-6.4%	0.5%	-0.1%	?	-10.9%	4.6%
CC(C)c1nnc(NC(=O)c2nc(S(=O)(=O)Cc3ccccc3)ncc2Cl)s1	-27.5%	-46.9%[inhibitor]	22.4µM*	-3.1%	-57.5%[inhibitor]	-29.0%	?	12.6%	-40.6%	11.2µM*
COCCCN1CN=C(NS(=O)(=O)c2ccc(C)cc2)NC1	-5.0%	1.8%	-15.1%	4.6%	3.6%	-5.6%	1.4%	2.3%	4.8%	1.6%
CC1CCCCC1NC(=O)CCS(=O)(=O)c1ccc(Cl)cc1 (stereo unspecified)	0.8%	nt	nt	-4.4%	nt	-4.7%	nt	nt	-14.8%	nt
O=C(N[C@@H](Cc1ccc(O)cc1)C(=O)O)C(c1ccccc1)c1ccccc1	1.5%	0.4%	-12.2%	5.7%	5.0%	4.0%	6.8%	-2.0%	4.0%	-1.0%
CCC(OC(=O)c1cccs1)C(=O)NC1CCCCC1 (stereo unspecified)	-0.5%	-2.2%	8.0%	-1.4%	-9.7%	-2.7%	3.3%	0.9%	0.0%	-2.9%
O=C(CCN1CCCCC1)Nc1cccc(Br)c1	-3.5%	-4.9%	11.0%	-2.7%	19.0%	8.5%	-0.8%	-1.9%	-15.3%	2.7%
CCCn1c(SC(C)C(=O)NCC2CCCO2)nc2sc3c(c2c1=O)CCC3 (stereo unspecified)	-4.3%	-3.7%	nt	0.9%	-1.0%	-10.0%	1.0%	nt	-1.8%	nt
COc1ccc(Cn2ccnc2SCC(=O)NC2CCCCC2)cc1	-1.7%	0.3%	9.8%	6.2%	5.6%	-6.6%	-0.6%	-11.2%	-21.7%	-11.0%
CC(/C=N/n1cnnc1)=C\c1ccco1	2.3%	-5.6%	3.9%	3.0%	-0.4%	-9.2%	2.5%	?	-28.4%	-6.2%
COc1ccc(C(=O)N/C(=C\c2cn(S(=O)(=O)N(C)C)c3ccccc23)C(=O)NCCCn2ccnc2)cc1	-3.6%	2.7%	3.0%	5.3%	-3.2%	0.9%	1.8%&-0.7%	20.6%	-4.9%&7.7%	1.7%
NCCCC[C@H]1CNC(=S)N1CCc1cc(C(F)(F)F)cc(C(F)(F)F)c1	-6.0%	-7.8%	-14.0%	-2.1%	-1.7%	-6.4%	-3.2%	-4.7%	-27.1%	-21.2%
CCCCC(O)(CCN1CCOCC1)c1ccc(Cl)cc1 (stereo unspecified)	0.4%	3.2%	-18.0%	nt	-9.2%	-3.5%	1.0%	-16.1%	-15.3%	-2.1%
CCn1c(CO)nc2c1c(=O)[nH]c(=O)n2Cc1ccccc1	2.0%	-3.2%	0.3%	-9.7%	14.6%	-6.0%	2.1%	-7.9%	-29.1%	-6.1%
O=C(CCS(=O)(=O)c1ccc(Br)s1)NCc1ccccc1	-0.1%	-1.0%	6.3%	-3.9%	-10.8%	-1.3%	2.0%	-3.9%	5.9%	2.2%
CCCN(CCC)CC(=O)Nc1cccc2c1OCO2	0.0%	0.7%	-11.8%	0.1%	-6.7%	-7.0%	3.5%	-0.4%	2.1%	-0.5%
CCCCC[C@H](O)/C=C/C1=C(CCCCCCC(=O)O)C(=O)CC1	9.0%	-2.8%	?	-6.3%	-2.1%	3.4%	?	-3.4%	2.8%	15.3%&4.6%
Cc1cc(C(F)(F)F)n2nc(-c3cnn(C)c3C(F)(F)F)cc2n1	0.5%	-4.3%	30.4%	-1.0%	-4.2%	9.2%	5.1%	9.3%	-10.2%	-0.9%
Cc1cccc(NC(=O)c2ccc(S(=O)(=O)N3CCOCC3)cc2)c1C	1.6%	1.9%	-0.2%	-1.4%	-0.1%	-1.3%	-1.2%	-4.0%	0.6%	5.3%
CCOC(=O)c1c(NC(=O)C2CCCO2)sc(C(N)=O)c1C (stereo unspecified)	3.4%	-1.5%	-5.1%	-0.4%	-4.8%	-7.2%	-0.5%	nt	-19.2%	-15.9%
O=C(COC(=O)C12CC3CC(CC(O)(C3)C1)C2)Nc1cccc(Br)c1	2.1%	1.3%	nt	-11.0%	-2.0%	10.8%	13.5µM*	nt	-1.3%	nt
COc1ccc2ccc(C(C)(C(C)=O)C(=O)OC(C)C)cc2c1 (stereo unspecified)	-3.5%	-1.3%	nt	0.3%	2.0%	-12.1%	-6.1%	nt	0.3%	nt
CN(C)CC(C)(C)CNCc1cc(=O)oc2ccc3ccccc3c12	0.0%	0.5%	-21.2%	2.3%	12.6%	-1.2%	-0.4%	-0.6%	-1.7%	3.6%
CN(C)N=Nc1ccc2nc[nH]c2c1	0.7%	1.0%	1.6%	-17.6%	6.5%	-2.6%	?	19.5%	4.1%	-4.1%
O=C(NC(=S)Nc1ccc(S(=O)(=O)Nc2nccs2)cc1)c1cccc(F)c1	0.0%	-0.1%	25.7%	1.4%	0.6%	-5.2%	1.3%	-11.5%	2.0%	-8.2%
CC1(C)CC(=O)C2=C(C1)Nc1cc3c(cc1C2c1ccc2c(c1)OCO2)OCO3 (stereo unspecified)	24.2%	-0.4%	26.6%	-8.9%	-6.4%	14.4%	?	13.0%	5.4%	3.4%
CC1CCC2(CC1)NC(=O)N(CC(=O)NC(=O)NC1CCCC1)C2=O (stereo unspecified)	-0.5%	1.2%	15.9%	-5.8%	-8.6%	-5.8%	-0.1%	-15.1%	4.8%	-6.4%
COCCNC(=O)c1ccccc1NS(=O)(=O)c1ccc(Br)s1	1.0%	1.1%	0.2%	nt	-2.4%	-3.9%	0.3%	-0.1%	1.9%	0.8%
O=C(OCCC1Oc2cccnc2NC1=O)c1ccc(Cl)cc1 (stereo unspecified)	1.2%	1.3%	4.9%	-1.0%	0.0%	15.6%	-3.2%	0.5%	-16.6%	-3.0%
C[C@H](NC(=O)N1CCn2c1nc1ccccc12)C(=O)NCc1ccc2c(c1)OCO2	-2.2%	-0.9%	7.3%	?	-4.6%	-6.1%	1.5%	4.1%	-3.1%	0.5%
CCN(CCN1CCCC1)C(=O)c1cc(COc2ccccc2SC)on1	2.2%	2.0%	11.4%	-1.6%	-3.0%	6.4%	-0.5%	-2.4%	-9.7%	2.0%
